RAD54 branch: inhibitors of human RAD54 branch migration, primary screen, biochemical, fluorescence, single point. actives 0.14% (n = 360,000). RAD54 Holliday junction branch migration, FAM/BHQ fluorescence. DNA repair and recombination protein RAD54-like (Homo sapiens), Q92698. inhibition, % at 10.4 µM;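 active = mean normalized replicate activity at least 40 and at least half of replicates scoring 40 or more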;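 note: 0% = median of neutral control wells and 100% = median of positive control wells; inhibitors cause a drop in the FAM fluorescence signal; in these data hits start at about 50%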
ERAP1 inh: human ERAP1 aminopeptidase inhibitors, primary screen, biochemical, single point, plate reader; AID 652197, 2013; inhibition, % at 10.7 µM; recombinant ERAP1, Leu-AMC fluorescence, 60 min; actives 0.15% (n = 340,000);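 active = mean replicate inhibition of at least 30%, or all replicates individually reaching that 30% level; inactive = mean below 30% and not every replicate reaching it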;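 note: 0% = neutral control wells and 100% = L-leucinethiol positive control wells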
ARNT TACC3 PPI: disruptors of ARNT/TACC3 protein interaction, primary screen, biochemical, AlphaScreen, single concentration. inhibition, % at 9.99 µM. Transforming acidic coiled-coil-containing protein 3 (Homo sapiens), Q9Y6A5. actives 0.66% (n = 390,000). AlphaScreen His-ARNT PAS-B/GST-TACC3 binding, luminescence; TACC3 fragment carries E629A point mutation;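 active = mean inhibition of replicates at least 50% and at least half of replicates each reaching 50%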;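 note: 0% = complete ARNT plus TACC3 wells and 100% = ARNT alone without TACC3; many hits fall short of the cut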
RAD52 anneal inh: RAD52 DNA annealing inhibitors, primary screen, biochemical, FRET, single point, set 2 | AID 651710, 2012 | recombinant RAD52 DNA annealing, FRET fluorescence | DNA repair protein RAD52 homolog (Homo sapiens), P43351 | inhibition, % at 18.7 µM | actives 0.46% (n = 360,000);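 active = every replicate showing at least 50% inhibition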
Target sequence (P43351 whole entry, looked up): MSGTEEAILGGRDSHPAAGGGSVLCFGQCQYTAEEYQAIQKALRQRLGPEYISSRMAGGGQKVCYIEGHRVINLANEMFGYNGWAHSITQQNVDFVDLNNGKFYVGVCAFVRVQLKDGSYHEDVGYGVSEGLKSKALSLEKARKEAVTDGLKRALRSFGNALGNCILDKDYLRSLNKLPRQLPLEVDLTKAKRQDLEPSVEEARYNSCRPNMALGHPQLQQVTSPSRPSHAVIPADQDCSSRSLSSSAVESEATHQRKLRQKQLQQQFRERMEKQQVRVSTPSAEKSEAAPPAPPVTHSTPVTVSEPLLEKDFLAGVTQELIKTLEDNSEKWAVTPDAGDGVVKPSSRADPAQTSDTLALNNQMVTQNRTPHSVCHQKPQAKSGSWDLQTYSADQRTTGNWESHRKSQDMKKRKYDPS
XiGFP reactiv: activators of inactive X chromosome reactivation, primary screen, imaging, XiGFP fibroblasts, GFP high-content imaging, set 2; actives 0.055% (n = 360,000); activation, % at 7.58 µM; XiGFP mouse fibroblasts, % GFP-positive cells imaging, 3 d; cells co-treated with 5-aza-dC sensitizer; scaled so ellipticine positive control = 100%;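 active = mean normalized replicate activation at least 10% and every replicate at or above 10%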;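 note: 0% = median of on-plate neutral control wells and 100% = ellipticine 6 µM median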
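System: 68-5-11 XiGFP fibroblast line | Buffer or medium: DMEM containing 5-aza-dC | Compound: Single point | Times: Compounds 3 days, fix/stain 15 min at room temperature | Benchmarks: Positive control ellipticine, 6 µM final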
F508del corr: F508del CFTR correction, initial screen, CFBE line, single point; CFBE cells, YFP halide quenching; stimulated with forskolin plus potentiator P3; % fluorescence drop versus neutral controls; AID 720511, 2013; actives 0.36% (n = 350,000); activity (quench increase), % at 7.58 µM;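 active = mean added fluorescence quench of at least 8% versus neutral control, with both replicates also reaching 8%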;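 note: cells transiently co-express mutant CFTR-F508del with the halide-sensitive YFP; corrector assay measuring rescue of mutant channel to the surface after 24 h compound exposure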
esBAF inh: Bmi1 luciferase reporter increase in mESCs, primary screen, esBAF inhibitor project, mouse ES cells, Bmi1 luciferase knock-in, single point; 24 h; 100% = twice the neutral-well signal; reporter increase, % at 12.5 µM; actives 2% (n = 350,000); in the data active = activation above about 40%;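 note: 0% = median of the plate's neutral control wells and 100% = double that signal; a rise in the Bmi1 reporter signal indicates esBAF inhibition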
INS-1E GSIS act: GLuc luminescence reporter in INS-1E cells, primary screen for activators of glucose-dependent secretion of insulin. INS-1E GLuc reporter insulin secretion, 2-3 h. activation, % at 16.6 µM. actives 0.61% (n = 370,000). AID 743287, 2014;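 active = lowest replicate activation of at least 40%, so every replicate reaches that level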;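 note: 0% = median of neutral control wells and 100% = median of IBMX positive control wells; some compounds called inactive have numbers as strong as hits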
* marks the source's active call; other numbers are inactive results; . = not tested or not shown.

1) Cc1noc(C)c1S(=O)(=O)N(C)C[C@@H]1Oc2ccc(N(C)C)cc2CC(=O)N([C@H](C)CO)C[C@H]1C
2) O=C(O)C(F)=C1c2ccccc2-c2ccccc21
3) CCCCCCCCSc1n[nH]c(N)n1
4) CCOC(=O)Cc1csc(NC(=O)COc2ccc(C)cc2)n1
5) CCCCCCCCN1C(=O)[C@H](CC(=O)NCCCC)C[C@@]2(C(=O)OC)CCCCC=C12
6) COC(=O)[C@]1(C)N[C@H](c2ccc(-c3ccccc3)cc2)[C@@H]2C(=O)N(C)C(=O)[C@@H]21

Assay by compound,1,2,3,4,5,6
RAD54 branch,-1,2,.,-4,.,-8
ERAP1 inh,0,-12,-1,6,2,-1
ARNT TACC3 PPI,-5,.,.,-2,.,0
RAD52 anneal inh,3,-11,-13,-8,-5,-17
XiGFP reactiv,-1.1,0.4,0.1,0.0,0.2,0.0
F508del corr,5.1,-1.8,-1.9,-0.5,-2.7,1.2
esBAF inh,0,.,.,3,.,4
INS-1E GSIS act,10,3,-1,-7,2,3

7) C[C@@H]1CN([C@H](C)CO)C(=O)Cc2cc(NS(=O)(=O)c3ccc(F)cc3)ccc2O[C@@H]1CN(C)Cc1ccc2c(c1)OCO2
8) CCOC(=O)Cc1cc(=O)n2[nH]c(C)c(-c3ccccc3OC)c2n1
9) CC(C(=O)N1CCc2ccccc21)N1CCN(c2ccccn2)CC1 (stereo not given)
10) C[C@H]1CN([C@@H](C)CO)C(=O)c2cccc(NC(=O)c3nc4ccccc4s3)c2O[C@@H]1CN(C)C(=O)Nc1ccc(C(F)(F)F)cc1
11) COc1cc(/C=N/Nc2ccc(S(N)(=O)=O)cc2)cc(OC)c1OC
12) O=C(CSc1nc(=O)n(CCN2CCOCC2)c2c1CCCC2)Nc1ccc(F)cc1F

Assay by compound,7,8,9,10,11,12
RAD54 branch,6,0,.,-7,.,3
ERAP1 inh,-1,0,0,1,9,-9
ARNT TACC3 PPI,5,2,-3,-1,23,4
RAD52 anneal inh,7,-4,-15,7,7,-5
XiGFP reactiv,0.6,0.0,0.1,-0.4,0.2,0.2
F508del corr,3.3,-0.9,1.7,-0.9,3.1,1.5
esBAF inh,-6,-5,.,0,.,3
INS-1E GSIS act,0,8,5,-16,-6,5

13) Cc1ccccc1-n1c(SC(C)C(=O)NCC2CCCO2)nnc1-c1ccncc1 (stereo not given)
14) O=S(=O)(c1ccccc1)N1CC2(C1)[C@@H](c1ccccc1)[C@H](CO)N2CC1CC1
15) CN1C(=O)C(=O)/C(=C(/O)c2ccc(Br)cc2)C1c1ccccc1F (stereo not given)
16) O=S(=O)(Nc1ccc(-n2cnnn2)cc1)c1ccc(Cl)cc1
17) Clc1ccc(N2CCN(/N=C/c3ccncc3)CC2)cc1
18) CC(C)c1[nH]nc2c1C(c1ccccc1)NC2=O (stereo not given)

Assay by compound,13,14,15,16,17,18
RAD54 branch,2,.,-11,-20,9,.
ERAP1 inh,-6,0,2,8,2,4
ARNT TACC3 PPI,25,.,-8,-2,2,.
RAD52 anneal inh,-7,-12,-7,-21,-3,3
XiGFP reactiv,0.0,0.2,0.4,0.4,0.1,0.3
F508del corr,2.7,-0.7,-0.3,-2.2,-1.5,-1.8
esBAF inh,-1,.,1,-6,4,.
INS-1E GSIS act,4,-8,-12,-9,-10,44*

Molecules from the list above containing an NH in an aromatic ring (3):
3) CCCCCCCCSc1n[nH]c(N)n1
8) CCOC(=O)Cc1cc(=O)n2[nH]c(C)c(-c3ccccc3OC)c2n1
18) CC(C)c1[nH]nc2c1C(c1ccccc1)NC2=O (stereo not given)

Assay by compound,3,8,18
RAD54 branch,.,0,.
ERAP1 inh,-1,0,4
ARNT TACC3 PPI,.,2,.
RAD52 anneal inh,-13,-4,3
XiGFP reactiv,0.1,0.0,0.3
F508del corr,-1.9,-0.9,-1.8
esBAF inh,.,-5,.
INS-1E GSIS act,-1,8,44*

(more compounds)
19) COc1ccccc1C(=O)Nc1ccc2c(c1)C(=O)N(C)C[C@H](OC)[C@@H](C)CN(CC1CC1)[C@@H](C)CO2
20) C[C@H]1CCCCO[C@H](CN(C)S(=O)(=O)c2ccccc2)[C@@H](C)CN([C@@H](C)CO)C(=O)c2cc(NS(C)(=O)=O)ccc2O1
21) CCc1cccc(NC(=S)N(CCN(C)C)C2CCN(C(C)C)CC2)c1
22) CNC[C@@H]1Oc2cc(C#CCC3CCCC3)ccc2S(=O)(=O)N([C@@H](C)CO)C[C@H]1C
23) COc1ccc(OC)c(S(=O)(=O)NCCCn2ccnc2)c1
24) CCCNC(=O)N1C[C@H]2[C@@H](c3ccccc31)[C@@H](CO)N2C(=O)NC(C)C

Assay by compound,19,20,21,22,23,24
RAD54 branch,2,11,-7,-1,4,1
ERAP1 inh,-2,1,-1,-3,0,0
ARNT TACC3 PPI,14,0,-3,-4,-16,-8
RAD52 anneal inh,5,-13,-4,-97,-9,-7
XiGFP reactiv,0.1,-0.4,0.1,1.4,0.0,0.2
F508del corr,0.6,3.2,.,-4.8,-4.8,-2.7
esBAF inh,2,-1,0,2,-2,0
INS-1E GSIS act,-11,3,6,-1,7,7

25) CCC(=O)N1[C@@H](C#N)[C@@H](c2ccccc2-c2cccc(C)c2)[C@@H]1CO
26) CCCCn1c(N)c(N(CCC(C)C)C(=O)C(C)N2C(=O)c3ccccc3C2=O)c(=O)[nH]c1=O (stereo not given)
27) O=C(NN=C1CCC(=NNC(=O)c2cccnc2)CC1)c1cccnc1
28) CN(C)CC(=O)N[C@H]1CC[C@@H](CCNS(=O)(=O)c2ccccc2)O[C@@H]1CO
29) CCOC(=O)N/N=C(\C)c1cccs1
30) CCOC(=O)C1=CC[C@@H](c2cc3ccc(OC)cc3n2C)N(S(=O)(=O)c2ccc(C)cc2)[C@H]1C(=O)OCC

Assay by compound,25,26,27,28,29,30
RAD54 branch,.,.,.,2,.,-5
ERAP1 inh,2,29,10,1,-2,5
ARNT TACC3 PPI,.,.,14,3,-6,-1
RAD52 anneal inh,-8,-17,-11,-10,-13,-3
XiGFP reactiv,0.1,0.0,0.0,0.0,0.1,0.5
F508del corr,1.5,0.2,-1.3,-2.5,-3.6,0.3
esBAF inh,.,.,.,1,.,1
INS-1E GSIS act,-6,-5,-7,6,17,6

31) COc1ccc(NC(=O)CN2CCc3ccccc3C2)c([N+](=O)[O-])c1
32) COc1ccc(O)c(/C=N/NC(=S)NCCc2ccccc2)c1
33) CC(Nc1nc(-c2cccnc2)nc2ccccc12)c1ccc(F)cc1 (stereo not given)
34) O=C(Nc1cccc(F)c1)N1CC(=O)N2[C@H](CO)[C@@H](c3ccc(C#CCC4CCCC4)cc3)[C@H]2C1
35) Cc1ccc(-c2ocnc2C(=O)N2CCN(C(=O)c3cccs3)CC2)cc1
36) Cc1ccc(/C=C/C(=O)c2ccc([N+](=O)[O-])o2)cc1

Assay by compound,31,32,33,34,35,36
RAD54 branch,-1,4,-2,.,-7,.
ERAP1 inh,0,-1,6,0,-6,2
ARNT TACC3 PPI,12,12,4,.,11,.
RAD52 anneal inh,-5,-3,-54,-8,-4,-10
XiGFP reactiv,0.0,0.1,0.0,-0.1,0.5,-0.1
F508del corr,-1.4,-3.3,-0.8,-2.3,2.4,-8.1
esBAF inh,7,2,3,.,5,.
INS-1E GSIS act,1,-14,-7,-1,-9,-24

37) Cc1ccc(C(=O)N2CCC(n3nccc3NC(=O)C3CCOC3)CC2)cc1 (stereo not given)
38) C[C@@H]1CCCCO[C@@H](CN(C)S(=O)(=O)c2ccc(Cl)cc2)[C@@H](C)CN([C@H](C)CO)C(=O)c2cc(NC(=O)CCC(F)(F)F)ccc2O1
39) CC(=O)C1=C(O)CCC1=NCCc1ccccc1
40) CC(C)(C)OC(=O)C[C@@H]1C/C=C\C[C@H](CC(=O)NCCO)C(=O)N[C@@H](c2ccccc2)COC1=O
41) O=C(Nc1ccc(NC(=O)C2CCCCC2)nc1)c1ccco1
42) ClCC(CNCc1ccccc1)c1ccccc1 (stereo not given)

Assay by compound,37,38,39,40,41,42
RAD54 branch,3,0,-6,-15,1,-2
ERAP1 inh,0,3,2,-3,.,-3
ARNT TACC3 PPI,-1,-3,-36,-4,-3,19
RAD52 anneal inh,-13,0,-17,-10,.,-4
XiGFP reactiv,0.3,0.0,.,0.0,.,0.2
F508del corr,-0.8,0.1,-1.5,0.9,.,0.7
esBAF inh,.,5,-5,5,21,6
INS-1E GSIS act,-2,-1,-1,10,16,.

3 entries from above, in markdown.
| cpd | smiles | RAD54 branch | ERAP1 inh | ARNT TACC3 PPI | RAD52 anneal inh | XiGFP reactiv | F508del corr | esBAF inh | INS-1E GSIS act |
| --- | --- | --- | --- | --- | --- | --- | --- | --- | --- |
| 39 | CC(=O)C1=C(O)CCC1=NCCc1ccccc1 | -6 | 2 | -36 | -17 | . | -1.5 | -5 | -1 |
| 41 | O=C(Nc1ccc(NC(=O)C2CCCCC2)nc1)c1ccco1 | 1 | . | -3 | . | . | . | 21 | 16 |
| 40 | CC(C)(C)OC(=O)C[C@@H]1C/C=C\C[C@H](CC(=O)NCCO)C(=O)N[C@@H](c2ccccc2)COC1=O | -15 | -3 | -4 | -10 | 0.0 | 0.9 | 5 | 10 |

(further entries)
43) CC(=O)c1c(C)[nH]c(C(=O)CN2CCN(S(=O)(=O)c3ccc(C(C)C)cc3)CC2)c1C
44) Cc1noc(C)c1S(=O)(=O)Nc1cccc2c1O[C@@H](CN(C)C(=O)Nc1ccccc1)[C@@H](C)CN([C@@H](C)CO)C2=O
45) COCC(=O)N(C)C[C@H]1N[C@@](C)(C(=O)OC)[C@H]2C(=O)N(C)C(=O)[C@@H]12
46) O=C(C1CCCCC1)N1C[C@H](n2cc(-c3ccc(F)cc3)nn2)[C@@H](O)C[C@@H]1c1ccccc1
47) Cc1nnc(NC(=O)C(C)Sc2nnc(CNC(=O)c3ccccc3F)n2C)s1 (stereo not given)
48) Cc1ccc(S(=O)(=O)NNC(=S)NC(C)(C)C)cc1
49) Cc1ccc(S(=O)(=O)N2CCN(C(=O)c3n[nH]c4ccccc34)CC2)cc1

Assay by compound,43,44,45,46,47,48,49
RAD54 branch,3,-2,-10,-2,-1,-6,10
ERAP1 inh,-3,3,-1,-6,-1,-2,-2
ARNT TACC3 PPI,-3,-3,-4,.,2,.,-5
RAD52 anneal inh,-23,-18,-15,-8,-8,-10,-19
XiGFP reactiv,0.0,-0.8,1.4,0.1,0.0,0.0,0.0
F508del corr,1.1,-1.1,-0.4,2.9,4.1,0.2,4.0
esBAF inh,-13,-2,-2,-4,-5,-7,-2
INS-1E GSIS act,-15,18,17,-16,21,.,-18
